Akt phos inh – Akt phosphorylation inhibition | Neuro2A IGF-stimulated pAkt S473 HTRF, 20 min; hits give low values | activity change, % for hits at 50 µM | 0.32% of 360,000 active; in the data active = activity change below about -80%; inconclusive = mostly about -51% to -80%; also: % is scaled to controls: 0 for no effect and ±100 for the full control effect
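Single-point screen (50 µM final compound) in Neuro2A cells stimulated 20 min with 6 nM IGF at 37 deg C. After lysis, Ser473-phosphorylated Akt read by HTRF (ex 330 nm, em 615/665 nm) as the 665/615 ratio.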
PTHR1 ag – PTHR1 (human) receptor agonism; Q03431; Potency, µM (titrated, usually from 115 µM), for inactives: at the top dose activation, hits mostly activators; 0.075% of 410,000 active; HEK293 GP2 PTHR1 cells, GloSensor cAMP luminescence, 1 h; also: potency is read from the fitted curve at half-maximal effect; nearly all actives have a fitted effect of over 55% in size; some results filed as inactive show a strong effect at the top dose; inactives centre near -15; many of its hits are not listed in these tables
Target sequence (Q03431 whole entry, looked up): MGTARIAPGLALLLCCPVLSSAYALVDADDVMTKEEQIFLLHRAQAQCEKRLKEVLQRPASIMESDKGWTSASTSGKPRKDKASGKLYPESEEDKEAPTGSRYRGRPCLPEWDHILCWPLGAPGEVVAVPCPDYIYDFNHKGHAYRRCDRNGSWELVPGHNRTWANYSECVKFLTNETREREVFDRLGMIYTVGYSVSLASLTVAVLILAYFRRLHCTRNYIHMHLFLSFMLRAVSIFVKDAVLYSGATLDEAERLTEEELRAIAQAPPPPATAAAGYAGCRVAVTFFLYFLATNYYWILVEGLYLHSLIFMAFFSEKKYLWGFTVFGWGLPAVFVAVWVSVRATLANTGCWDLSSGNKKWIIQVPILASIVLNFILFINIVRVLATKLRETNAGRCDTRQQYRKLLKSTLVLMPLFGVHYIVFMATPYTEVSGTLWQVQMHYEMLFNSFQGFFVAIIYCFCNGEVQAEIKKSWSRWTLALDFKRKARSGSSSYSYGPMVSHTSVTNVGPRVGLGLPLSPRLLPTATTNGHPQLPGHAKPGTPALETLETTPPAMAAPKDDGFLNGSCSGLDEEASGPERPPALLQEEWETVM
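HEK-293-derived GP2 cells expressing PTHR1 and a GloSensor cAMP reporter, 3,000/well, plated overnight, given luciferin plus IBMX (each 0.5 mM as added) for 1 h at 37 °C, then compound for 1 h at 37 °C. Luminescence was read after 15 min at room temperature.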
EPAC2 antagonist – blocks human EPAC2 exchange factor. EPAC2 GEF exchange of Rap1B-BODIPY-GDP, fluorescence. Potency, µM (top dose mostly 114 µM), for inactives: at the top dose activity, negative = inhibition, hits mostly inhibitors. 0.18% of 360,000 active; also: potency is read from the fitted curve at half-maximal effect; % is scaled to controls: 0 for no effect and ±100 for the full control effect; nearly all actives have a fitted effect of over 45% in size; many of its hits are not listed in these tables
CCT modulator – changes cytosolic chaperonin activity; purified chaperonin ATPase assay, HTRF ADP detection, 30 min; 0.3% of 360,000 active; AID 651819; activity change, % (no concentration beside the values), hits read low; in the data active = activity change below about -30%; also: % is scaled to controls: 0 for no effect and ±100 for the full control effect
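First, chaperonin was dispensed at 40 nM or 20 nM final depending on batch activity. Next, compounds were pinned at 76 uM and ATP added at 10 uM. After 30 min at 37 °C, ADP detection reagents ran 30 min at ambient temperature.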
EPAC2 ag – agonists of human EPAC2 (RAPGEF4) | EPAC2 activation, biochemical qHTS; response scale: 100% = 6.5 mM cAMP response | Potency, µM (doses to about 154 µM), inactives show at the top dose activation, most hits filed as activators | 0.079% of 360,000 active | AID 720711; also: potency is read from the fitted curve at half-maximal effect; nearly all actives have a fitted effect of over 50% in size
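Readout is BODIPY fluorescence (480 nm excitation, 540 nm emission), which falls as labeled GDP is exchanged off Rap1B. EPAC2 at 100 nM acted on 250 nM RAP1B-BODIPY-GDP with 50 uM GDP present.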
Mm-Cpn inhibitor – M. maripaludis TRiC chaperonin inhibition; purified Mm-Cpn ATPase, ADP Transcreener TR-FRET; Potency, µM (top dose mostly 76.9 µM), inactives show top-dose activity, negative = inhibition, usual class: inhibitors; 0.031% of 330,000 active; also: potency is read from the fitted curve at half-maximal effect; % is scaled to controls: 0 for no effect and ±100 for the full control effect; nearly all actives have a fitted effect of over 80% in size
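Measured: ADP formation by purified Mm-CPN. Conditions: 25 nM protein, 10 uM ATP, Tris pH 7.4 with Mg2+, K+ and DTT, 37°C for 30 min. Detection: Transcreener HTRF after 30 min at room temperature.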
D3 antag – antagonists of human D3 dopamine receptor; 2.5% of 360,000 active; AID 652054; D3R cells, DiscoveRx beta-arrestin luminescence, antagonist mode; hits give low values; max response, negative = inhibition, %; in the data active = max response below about -50%; inconclusive = no clear call, values can overlap the other calls; also: % is scaled to controls: 0 for no effect and ±100 for the full control effect; mostly tested at two doses, the higher about 12 µM
Target sequence (P35462 whole entry, looked up): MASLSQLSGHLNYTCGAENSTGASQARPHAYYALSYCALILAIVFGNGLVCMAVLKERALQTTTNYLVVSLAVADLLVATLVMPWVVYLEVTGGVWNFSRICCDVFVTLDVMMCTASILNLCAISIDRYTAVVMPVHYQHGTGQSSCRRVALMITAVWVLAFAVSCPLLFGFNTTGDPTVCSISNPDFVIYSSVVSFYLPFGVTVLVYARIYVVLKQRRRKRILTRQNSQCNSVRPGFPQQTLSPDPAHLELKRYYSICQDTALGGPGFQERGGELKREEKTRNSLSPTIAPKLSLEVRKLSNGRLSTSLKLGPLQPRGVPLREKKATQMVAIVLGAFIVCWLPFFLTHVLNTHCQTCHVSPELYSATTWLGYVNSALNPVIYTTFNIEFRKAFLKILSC
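Cells expressing the human receptor were seeded at 1500 cells/well, incubated overnight at 37 degrees C in 5% CO2, then exposed to library compounds with dopamine controls for 90 minutes at 37 degrees C before luminescent detection.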
DRD3 agonist – agonists of human D3 dopamine receptor; D3R DiscoveRx beta-arrestin cells, luminescence, 90 min; max activation, %; 0.58% of 410,000 active; in the data active = max activation above about 30%; also: 0% is about no effect; mostly tested at two doses, the higher about 12 µM
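Agonist mode: compounds and dopamine controls were applied to plated cells for 90 min at 37 degrees C after an overnight attachment at 1500 cells/well. Luminescent read-out followed 30 - 60 minutes at room temperature with DiscoveRx detection reagent.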
Active calls of the source: *; i = inactive; ? = inconclusive; / = no result given; & = joins results of further samples; [ ] = dose if it differs, or a comment. Unless noted, calls follow the shape of the dose curve; as a rule, active = well fitted curve in the direction sought with a large enough effect; inconclusive = small, poorly fitted or top-dose-only effect, or another doubt; inactive = no such curve, though single readings can be large; an effect the other way counts as inactive or inconclusive. The list is partial (hit frequency here may not be typical).

Preview (2 entries):
Under each structure – CCT modulator, DRD3 agonist, EPAC2 ag, EPAC2 antagonist, PTHR1 ag, Mm-Cpn inhibitor, D3 antag, Akt phos inh
O=C(Nc1cccc(Cl)c1)C1=Cc2cc(Cl)ccc2OC1
→ -3.3, -10, 5%, -4%, -81%[inhibitor][57.5 µM], -1%, -27, i
O=C(COC(=O)Cc1ccc(Br)cc1)NC1CC1
→ -3.4, -4, 2%, 3%, i, 0%, -4, i

All compounds of this part (from the top)
Under each structure – CCT modulator, DRD3 agonist, EPAC2 ag, EPAC2 antagonist, PTHR1 ag, Mm-Cpn inhibitor, D3 antag, Akt phos inh
O=C(Nc1cccc(Cl)c1)C1=Cc2cc(Cl)ccc2OC1
→ -3.3, -10, 5%, -4%, -81%[inhibitor][57.5 µM], -1%, -27, i
O=C(COC(=O)Cc1ccc(Br)cc1)NC1CC1
→ -3.4, -4, 2%, 3%, i, 0%, -4, i
OCC[C@H]1C[C@H](O)[C@@H](O)[C@]2(Cc3ccccc3CCO2)O1
→ -1.2, 13, -6%, 10%, -17%, -1%, -14, i
O=C(NC1CCN(C(=O)Nc2ccccc2Cl)CC1)c1cccc(F)c1
→ -4.4, -2, 1%, 0%, i, 0%, -14, i
Brc1ccccc1CN1CCC(Cc2ccccc2)CC1
→ 0.4, -15, 18%, -21%, i, 1%, -26, i
O=C(Nc1ccc(Br)cc1C(=O)O)c1ccc2c(c1)C(=O)N(Cc1ccccc1)C2=O
→ -3.4, -1, 0%, 0%, -21%, -3%, -10, i
CCOc1ccc(NC(=O)CN(C)S(=O)(=O)c2ccc(-c3ccc(=O)[nH]n3)s2)cc1
→ -1.7, -1, -2%, 55%[activator], i, -8%, 0, i
NC(=O)COc1ccc(/C=N/NS(=O)(=O)c2ccccc2)cc1
→ -3.9, 1, 2%, 0%, i, 1%, 4, i
Cn1c(=O)c2c(nc(SCC(=O)OCc3ccccc3)n2C)n(C)c1=O
→ -4.3, 9, 7%, 0%, i, -2%, 9, i
Cc1ccc(SC[C@H](Cc2ccccc2)N2CCN(CCc3ccccc3)CCC2=O)cc1
→ 0.5, -60, 21%, 13%, -45%[inhibitor], -1%, -58*, i
Fc1ccc(Nc2nc(-c3ccncc3)nc3ccccc23)cc1
→ -1.5, -9, 1%, -4%, 6%, -1%, -9, i
CCNC(=S)N1CCN(C(=O)c2ccco2)CC1
→ 1.6, -24, 2%, 16%, ?, 9%, 20, /
CC1(C)COC(=S)N1CCC#N
→ -1.6, -18, 6%, 22%, -11%, /, 9, i
Cc1ccc(S(=O)(=O)N(CCCc2c(C)nc(N)[nH]c2=O)Cc2ccc([N+](=O)[O-])cc2)cc1
→ -3.9, -10, 14%, -15%, -37%[inhibitor], /, -27, i
O=C(NC(NC1CCS(=O)(=O)C1)C(Cl)(Cl)Cl)c1cccc(Cl)c1 (stereo not drawn)
→ -0.7, -5, 9%, -3%, i, 1%, -21, i
CC(C)C(C(=O)NCc1ccco1)N(CC1CCCO1)C(=O)CNS(=O)(=O)c1ccc(F)cc1 (stereo not drawn)
→ -4.3, -8, 2%, 11%, -3%, -1%, 4, i
Cc1ccc(C(=O)n2nc(C#N)c(C#N)c2N)cc1
→ 0.8, 10, 7%, 10%, -38%, ?, 15, i
O=C(c1cccc(Cl)c1)C1CCCN(C(=O)c2ccc3c(c2)OCO3)C1 (stereo not drawn)
→ -0.2, -6, 1%, -19%, -18%, -9%, 2, i
N#CC1=C(N)N(c2ncn[nH]2)C2=C(C(=O)CCC2)C1c1ccc(F)cc1 (stereo not drawn)
→ 1.3, -18, -4%, 0%, -13%, -2%, 20, i
Cc1[nH]c2ccccc2c1C(=O)CN1CCCCC1CCO (stereo not drawn)
→ -0.6, 2, 8%, 6%, -24%[57.5 µM], 0%, 27, -109%*
O=C(Nc1cccc(C(F)(F)F)c1)c1cccc2c(-c3cccnc3)coc12
→ 1.8, -6, -3%, -12%, i, /, 77, i
CCC(=O)N1CCCC1(C)C(=O)Nc1cc(OC)ccc1OC (stereo not drawn)
→ 0.0, -3, 3%, -6%, i, /, 6, i
COc1ccc(S(=O)(=O)NC(N)=NCCc2ccc(OC)c(OC)c2)cc1C
→ -0.6, 0, 6%, 8%, i, 2%, 14, i
CC(C)CSc1n[nH]c(N)n1
→ -2.0, 8, 0%, -2%, i, 2%, 4, i
CC(C)c1ccc(CCNC(=O)CSC(=S)N2CCCC2)cc1
→ -0.7, 2, 5%, -4%, i, -1%, -18, i
Cc1ccc(NC(=O)Cn2nc(C)c([N+](=O)[O-])c2C)cc1Cl
→ 1.7, -14, 7%, -5%, i, -2%, -55*, i
COc1ccc(NC(=S)NCCc2ccc(F)cc2)c(OC)c1
→ -1.1, -3, 1%, -5%, i, 1%, -8, i
COc1ccc(Cl)cc1N/C(N)=N/c1nc(C)cc(=O)[nH]1
→ -2.1, -9, -2%, -4%, i, 2%, 27, i
CCN(C[C@H]1N[C@@](CC)(C(=O)OC)[C@H]2C(=O)N(Cc3ccccc3)C(=O)[C@@H]12)C(=O)c1ccc(C(C)(C)C)cc1
→ -2.7, -1, -12%, -4%, -11%, 1%, 59, i
CC(C)C1=CC(=Nc2ccc(S(N)(=O)=O)cc2)C=C(C(C)C)C1=O
→ -2.3, 9, 3%, -10%, -73%[inhibitor], 1%, 2, i
O=C(O)CCC(=O)N1N=C(c2ccccc2)CC1c1ccc2c(c1)OCO2 (stereo not drawn)
→ -4.1, 1, 15%, 14%, ?, 1%, -4, i
Cc1ccc(C(O)CN2C3=NCCN3c3ccccc32)cc1 (stereo not drawn)
→ -2.3, 4, 0%, 10%, 4%[57.5 µM], -2%, -1, i
CN1C(=O)C(c2ccccc2[N+](=O)[O-])C(=O)c2ccccc21 (stereo not drawn)
→ -2.7, -3, 1%, -5%, i, 0%, -14, i
Cc1ccc(N(CC(=O)NC2CCCCC2C)S(=O)(=O)c2c(C)noc2C)cc1 (stereo not drawn)
→ 0.7, 2, -9%, 3%, i, -2%, -4, i
O=C(CN1CCCC1)N/N=C/c1ccc(-c2cccc(Cl)c2)o1
→ -2.2, 1, -6%, -1%, i, -2%, -14, i
Cc1nc2ccccc2c(=O)n1NC(=O)C1CC1
→ -1.3, 2, 2%, 11%, -22%, 2%, 15, i
Cc1ccc(-c2nn3c(C)nnc3s2)cc1N
→ -0.1, -2, 2%, 6%, 0%[57.5 µM], 0%, 8, /
Cc1cc(O)ccc1-c1cc(C(=O)NCc2cc(C(F)(F)F)cc(C(F)(F)F)c2)[nH]n1
→ -1.1, 10, -9%, -17%, -17%, /, -18, i
CN(CC(=O)Nc1cccc(F)c1)C(=O)CSc1nc2ccccc2s1
→ 0.9, -15, 3%, -4%, -22%, -2%, 2, i
CC(C)c1[nH]nc2c1C(C1C=CCCC1)C(C#N)=C(N)O2 (stereo not drawn)
→ 0.6, -3, 4%, -12%, -26%, -2%, 1, i
O=C(Cc1cccc2ccccc12)OCn1nnc2ccccc2c1=O
→ -4.0, -4, 26%, -10%, -9%, -3%, -8, i
COc1cccc(NC(=O)CN(C)C(=O)CSc2ccc3c(c2)OCCO3)c1
→ -1.6, -3, -10%, -4%, i, 2%, 0, i
CCCCS(=O)(=O)/C=C\C1C2C=CC(C2)C1S(=O)(=O)CCCC (stereo not drawn)
→ 1.6, 1, 4%, -2%, -19%[57.5 µM], 4%, -23, i
O=c1[nH]c2ccc(NCc3ccc(F)cc3)cc2[nH]1
→ -3.1, 2, 2%, 3%, -17%, -20%, 16, i
COc1ccc(N=C2SC(C(=O)O)CC(=O)N2Cc2ccc(OC)c(OC)c2)cc1 (stereo not drawn)
→ -5.5, -7, 6%, 4%, -10%[57.5 µM], 1%, 14, i
CCN(CC)c1ccc(Nc2cc3n(c(=O)n2)CCc2cc(OC)c(OC)cc2-3)cc1
→ -2.8, 20, -4%, -15%, -14%, -3%, 32, i
CC(C)(C)OC(=O)C[C@@H]1C/C=C\C[C@H](CC(=O)NCCO)C(=O)N2CCC[C@@H]2COC1=O
→ -1.2, 0, -7%, 5%, i, -1%, -4, i
COc1ccc(OCCNC(=O)c2ccc(C)cc2)cc1
→ 0.4, -5, 10%, -4%, i, 1%, 15, i
COc1cc2c(cc1OC)[C@H](C)N(C(=O)NCc1ccccc1)CC2
→ -3.6, -3, -2%, -1%, -6%, 0%, 28, i
CCn1c(=O)cc(N2CCCCC2)[nH]c1=O
→ -1.5, -7, 3%, 0%, -9%, -5%, -9, i
COc1ccc(-c2nnc(SCC(=O)NCCC(C)C)nc2-c2ccc(OC)c(OC)c2)cc1OC
→ -0.9, 10&4, -11%, 3%, -5%&-86%, ?, 1, i
Cc1[nH]c2ccccc2c1C(=O)C(=O)NCc1nnnn1-c1ccc(F)cc1
→ -1.8, -2, 12%, 2%, -23%, /, -30, i
Cc1ccc(C(C(=O)NC2CCCC2)N(Cc2ccc(F)cc2)C(=O)c2snc(C(N)=O)c2N)o1 (stereo not drawn)
→ 1.0, 3, -7%, -11%, i, -3%, 8, i
Cc1oc(-c2ccc(Cl)cc2)nc1CS(=O)CC(=O)NCc1ccccc1 (stereo not drawn)
→ -1.9, -1, 4%, 2%, -17%, -8%, 9, i
O=C(NC1CCCC1)C1c2ccccc2OCC(=O)N1CCCN1CCOCC1 (stereo not drawn)
→ -20, 0, 3%, -6%, -47%[inhibitor], /, 11, i
Cc1ccc(CC(=O)Nc2cccc(C(=O)Nc3c(C)n(C)n(-c4ccccc4)c3=O)c2)cc1C
→ 0.0, 0, 9%, -6%, -15%, /, -5, i
O=C(O)c1cccc(Nc2nc3ccccc3nc2NS(=O)(=O)c2ccc(F)cc2)c1
→ -0.7, 3, 12%, -5%, -58%[inhibitor], 0%, -26, i
COc1ccccc1CC(=O)Nc1ccc(F)cc1F
→ 1.0, 0, 1%, 6%, -23%, 4%, 9, i
O=C(CSc1nc2ccccc2n1Cc1ccccc1Cl)N/N=C/c1ccccc1C(=O)O
→ -0.4, -1, 3%, ?, -1%, -5%, 11, i
CN(CC(=O)Nc1cccc(F)c1)C(=O)CCc1nc2cc(S(=O)(=O)N3CCOCC3)ccc2n1C
→ 2.9, 3, 2%, -1%, i, 0%, 20, i
Cc1ccc(S(=O)(=O)N(C)/C(=N/S(=O)(=O)c2ccccc2)c2ccccc2)cc1
→ 0.2, -9, 7%, -1%, -3%, 2%, 13, i
COc1cccc(NC(=O)Nc2ccc(F)cc2)c1
→ 1.1, 5, -1%, -1%, -18%, /, 4, i

Screening data as filed in PubChem BioAssay.
